NPSR antagonist: antagonists of human neuropeptide S receptor cAMP signaling. Q6W5P4. CHO-NPSR cells, cAMP TR-FRET, antagonist mode. Potency, µM (highest dose often 38.3 µM), for inactives: at the top dose activity change, negative = inhibition, usual class: inhibitors. 220,000 compounds, 1% hits. AID 1461; also: potency is read from the fitted curve at half-maximal effect; % is scaled to controls: 0 for no effect and ±100 for the full control effect; nearly all actives have a fitted effect of over 50% in size; many of its hits are not listed in these tables
Target sequence (Q6W5P4 whole entry, looked up): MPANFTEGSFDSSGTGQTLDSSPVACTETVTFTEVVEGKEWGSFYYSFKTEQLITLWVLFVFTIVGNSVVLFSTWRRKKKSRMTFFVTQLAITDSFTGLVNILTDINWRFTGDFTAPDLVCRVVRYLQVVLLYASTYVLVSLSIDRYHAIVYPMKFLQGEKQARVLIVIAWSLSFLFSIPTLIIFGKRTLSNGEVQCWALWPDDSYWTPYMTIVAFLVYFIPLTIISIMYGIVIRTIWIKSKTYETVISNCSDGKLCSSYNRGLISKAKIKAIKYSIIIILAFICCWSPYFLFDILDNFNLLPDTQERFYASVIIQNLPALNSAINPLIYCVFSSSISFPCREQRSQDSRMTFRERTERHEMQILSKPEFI
Epigenetic derep: epigenetic control regulation, reporter derepression; murine LDR cells, GFP reporter derepression, 30 h; Potency, µM (highest dose often 53.9 µM), for the others: at the top dose GFP activation, hits mostly activators; 280,000 compounds, 0.2% hits; AID 1865; also: potency is read from the fitted curve at half-maximal effect; % of control where 0% means no effect; nearly all actives have a fitted effect of over 60% in size
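GFP-positive cell count by laser-scanning cytometry (objects 20–120 um) after 30 h, 37 C compound exposure of murine LDR cells; reporter is CMV-GFP integrated at a silenced locus, inducible by HDAC or DNMT inhibitors.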
CBFb RUNX1 block: inhibitors of human CBF-beta and RUNX1 interaction. Q01196+Q13951. AlphaScreen CBFb-His/RUNX1-biotin binding, biochemical. Potency, µM (titrated, usually from 59.8 µM), for inactives: at the highest dose activity, negative = inhibition, actives largely listed as inhibitors. 230,000 tested, under 10 active; also: % of control where 0% means no effect
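Proteins preincubated together for 20 min at RT before compound addition; 15 min later, nickel and streptavidin beads were added and left 90 min prior to AlphaScreen measurement.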
TR SRC2 fluor cs: Texas Red fluorescence interference in TRb-SRC2 counter-screen; TRb/SRC2 Texas Red total fluorescence interference; Potency, µM (highest dose often 106 µM), for the others: at the highest dose fluorescence change, negative = quenching; 280,000 compounds, 0.29% hits; AID 1479; active = well fitted curve in either direction with a large enough effect; inconclusive = small, poorly fitted or top-dose-only effect; also: potency is read from the fitted curve at half-maximal effect; % is scaled to controls: 0 for no effect and ±100 for the full control effect
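Human TRb ligand-binding domain at 0.6 uM with 20 nM Texas Red SRC2 peptide in Tris buffer containing 1 uM T3 and 5% DMSO, incubated with compound 5 h at ambient temperature. Total fluorescence (555/632 nm) calculated as parallel + 2 × perpendicular.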
Tau FP inhib: tau fibrillization inhibition (FP); AID 1468; Potency, µM (highest dose often 57.7 µM), for inactives: at the highest dose activity, negative = inhibition, most hits filed as inhibitors; 280,000 compounds, 0.39% hits; K18 P301L tau heparin fibrillization, Alexa594 FP, 6 h; also: potency is read from the fitted curve at half-maximal effect; % is scaled to controls: 0 for no effect and ±100 for the full control effect; nearly all actives have a fitted effect of over 55% in size
Target sequence (P10636 561-689 P618L limits assumed): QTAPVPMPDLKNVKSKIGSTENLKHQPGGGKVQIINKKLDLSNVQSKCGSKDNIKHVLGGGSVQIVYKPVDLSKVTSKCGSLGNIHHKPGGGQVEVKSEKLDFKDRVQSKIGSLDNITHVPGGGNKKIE
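Recombinant K18 P301L […], labeled with Alexa 594 at 0.24 uM over 15 uM unlabeled; heparin inducer 20 uM final; 37 C, 6 hr; FP endpoint.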
GLA spleen mod: inhibits or activates alpha-galactosidase in human spleen homogenate; P06280; human spleen homogenate, 4MU-alpha-Gal fluorescence, 40 min; Potency, µM (highest dose often 80 µM), for the others: at the top dose activity change, negative = inhibition, usual class: inhibitors; 240,000 compounds, 0.008% hits;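 also: potency is read from the fitted curve at half-maximal effect; 0% = enzyme with vehicle and -100% = no enzyme basal signal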
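Human spleen homogenate (1 ug) was the enzyme source, with 4-methylumbelliferyl-alpha-D-galactopyranoside (1 mM final) in pH 5.0 citrate buffer with 0.01% Tween-20. Compounds were titrated; after 40 min at 37C, NaOH/glycine stop, 4-MU fluorescence read; AC50 from Hill fits.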
TRb-SRC2 inh: inhibitors of human thyroid hormone receptor beta-SRC2 interaction; 280,000 compounds, 0.065% hits; Potency, µM (top dose mostly 106 µM), for the others: at the top dose activity change, negative = inhibition, actives largely listed as inhibitors; TRbeta-SRC2 peptide binding, fluorescence polarization; receptor liganded with 1 µM T3; P10828;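 also: potency is read from the fitted curve at half-maximal effect; plate controls were bound peptide for no effect and peptide without receptor for full effect; nearly all actives have a fitted effect of over 50% in size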
Target sequence (P10828 whole entry, looked up): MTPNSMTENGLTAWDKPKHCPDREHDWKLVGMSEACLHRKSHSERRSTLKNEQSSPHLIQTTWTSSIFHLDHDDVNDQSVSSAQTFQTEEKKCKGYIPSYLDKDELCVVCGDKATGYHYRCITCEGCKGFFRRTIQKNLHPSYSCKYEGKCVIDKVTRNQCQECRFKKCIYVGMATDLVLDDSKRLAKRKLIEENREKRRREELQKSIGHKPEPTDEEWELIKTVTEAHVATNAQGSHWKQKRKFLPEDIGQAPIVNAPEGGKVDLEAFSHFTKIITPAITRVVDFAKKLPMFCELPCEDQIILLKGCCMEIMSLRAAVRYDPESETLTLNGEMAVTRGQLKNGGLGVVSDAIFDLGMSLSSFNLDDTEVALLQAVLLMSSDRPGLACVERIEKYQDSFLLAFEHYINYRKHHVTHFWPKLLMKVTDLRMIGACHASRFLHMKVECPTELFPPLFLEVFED
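Each compound concentration gave % activity, normalized to unbound and bound Texas Red SRC2 controls, from polarization read after 5 hr ambient incubation with T3-loaded human TRb LBD.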
Tau fluor counter: counter-screen for tau fibril formation inhibitors | tau K18 P301L Alexa594 fluorescence, heparin fibrillization | Potency, µM (titrated, usually from 57.7 µM), without a hit: at the top dose activity change, negative = decrease | 280,000 compounds, 0.93% hits; also: potency is read from the fitted curve at half-maximal effect; % is scaled to controls: 0 for no effect and ±100 for the full control effect; nearly all actives have a fitted effect of over 55% in size
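Human tau K18 P301L (15 uM unlabeled, 0.24 uM Alexa 594-labeled) in 100 mM sodium acetate pH 7 with 20 uM heparin, 6 hr at 37 C. ThT 30 uM added, 1 hr ambient; Alexa 594 FP and total fluorescence read at 555/632 nm.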
* marks the source's active call; other numbers are inactive results; ? = inconclusive; · = not tested or not shown; & = joins results of further samples; [ ] = another dose, or the depositor's remark. Unless noted, calls follow the shape of the dose curve; as a rule, active = well fitted curve in the direction sought with a large enough effect; inconclusive = small, poorly fitted or top-dose-only effect, or another doubt; inactive = no such curve, though single readings can be large; an effect the other way counts as inactive or inconclusive.

SMILES	NPSR antagonist	Epigenetic derep	CBFb RUNX1 block	TR SRC2 fluor cs	Tau FP inhib	GLA spleen mod	TRb-SRC2 inh	Tau fluor counter
COC(C)(C)CCCC(C)C/C=C/C(C)=C/C(=O)OC(C)C (configuration not stated)	·	-1.3%	24%	1%[201 µM]	1%	-7%&7%	4%[201 µM]	-16%
CC(=O)Nc1ccccc1OP1(=O)COc2ccccc2OC1	2%[46.1 µM]	-1.0%	4%	-3%	1%	-2%	-11%	0%
CCc1c(C)nc(N)nc1N1N=C1SCC(N)=O	-11%[46.1 µM]	-1.0%	2%	-5%	-10%	-3%	2%	-8%
Cc1ccccc1OCC(=O)N1CCN(CCc2ccccn2)CC1	·	-1.6%	·	-12%	9%	·	3%	7%
CCOc1ccc2nc(NC(=O)c3cccn(Cc4ccc(Cl)cc4)c3=O)sc2c1	·	2.2%	·	4%	-11%	·	1%	-17%
CC1CC(NC(=O)C2C3CCC(O3)C2C(=O)O)CC(C)(C)C1 (configuration not stated)	22%	-1.0%	?	2%	1%	-6%	4%	-14%
CNCC(O)c1cccc(OC(=O)c2ccccc2C)c1 (configuration not stated)	19%[46.1 µM]	-0.9%	3%	-2%	1%	-4%	-25%	-7%
O=[N+]([O-])c1ccc(C2[C@H]3C(c4ccccc4)=NC4(CCCCC4)N23)cc1 (some centres not stated)	-26%[46.1 µM]	0.0%	2%	5%	9%	-2%	1%	-11%
Cc1ccc(Cn2cccc(C(=O)Nc3ccc4c(c3)OCCO4)c2=O)cc1	·	1.4%	·	0%	-12%	·	-10%	-30%
COC(=O)C(O)(c1ccc(NC(=O)c2cccs2)cc1)C(F)(F)F (configuration not stated)	-11%	-0.2%	-5%	-1%	0%	5%	-3%	5%
Cn1c(O)c(/C=N/c2ncccn2)c(=O)n(C)c1=O	13%[46.1 µM]	-0.7%	-1%	-4%	-15%	3%	-2%	-14%
c1cc[n+]2c(c1)-c1cccc[n+]1CC2	·	·	5%	0%	·	-5%	0%	·
C=CCn1c(O)c(/C(C)=N/N2CCCCCC2)c(=O)[nH]c1=O	0%	-3.1%	11%	-2%	1%	2%	3%	-7%
COC(=O)c1ccc(NC(=O)c2cccn(Cc3ccccc3C)c2=O)cc1	·	0.8%	·	5%	?	·	0%	-7%
O=C1NC(=S)N(c2ccc(Cl)cc2)C(=O)/C1=C/N1CCN(C(=O)c2ccco2)CC1	-3%[46.1 µM]	0.0%	1%	-2%	?	3%	3%	-25%
O=c1[nH]c(=S)[nH]c(O)c1C(c1ccccn1)c1c(O)[nH]c(=S)[nH]c1=O	23%	-1.1%	6%	1%	2%	-1%	-3%	2%
Cc1ccc(-n2c(O)c(C=NCc3ccccn3)c(=O)[nH]c2=S)cc1	0%[7.67 µM]	-0.3%	-2%	-2%	-6%	0%	0%	-1%
CN(C)C(=O)Oc1ccc(Cl)c2cccnc12	23%	-2.2%	0%	0%	-4%	-3%	3%	-5%
c1cc(Cc2cnc[nH]2)ccn1	·	3.6%	18%&1%	2%&-6%	0%	6%&-9%	0%&2%	-14%
ClC(Cl)(Cl)c1ccccc1	·	·	18%&-9%[21.7 µM]	-1%&1%	·	5%&15%	-3%&6%	·
N#Cc1ccccc1Cn1cc(C(=O)C2CC2)c2ccccc21	-24%[46.1 µM]	-1.0%	7%	-1%	-7%	6%	4%	-18%
O=[N+]([O-])[N-][n+]1cnn(Cc2ccccc2)c1	5%	-2.7%	-6%	2%	0%	-9%	-1%	7%
Cc1cccc(N2C(=O)NC(=O)/C(=C\c3ccc(N4CCOCC4)cc3)C2=O)c1	-31%	-1.0%	-4%	3%	4%	3%	-2%	-12%
Cc1ccc(Cl)cc1NC(=O)N(Cc1ccc2c(c1)OCO2)C1CCN(Cc2ccccc2)CC1	·	-1.2%	·	-26%	1%	·	6%	-9%
Cn1cccc1/C=C1/C(=O)NC(=S)N(Cc2ccc(F)cc2)C1=O	?	-0.1%	?	1%	35µM*	5%	-4%	11µM*[quencher]

Sorted by heavy-atom count (falling): part of the list above.
SMILES	NPSR antagonist	Epigenetic derep	CBFb RUNX1 block	TR SRC2 fluor cs	Tau FP inhib	GLA spleen mod	TRb-SRC2 inh	Tau fluor counter
CCOc1ccc2nc(NC(=O)c3cccn(Cc4ccc(Cl)cc4)c3=O)sc2c1	·	2.2%	·	4%	-11%	·	1%	-17%
Cc1ccc(Cn2cccc(C(=O)Nc3ccc4c(c3)OCCO4)c2=O)cc1	·	1.4%	·	0%	-12%	·	-10%	-30%
O=[N+]([O-])c1ccc(C2[C@H]3C(c4ccccc4)=NC4(CCCCC4)N23)cc1 (some centres not stated)	-26%[46.1 µM]	0.0%	2%	5%	9%	-2%	1%	-11%
O=c1[nH]c(=S)[nH]c(O)c1C(c1ccccn1)c1c(O)[nH]c(=S)[nH]c1=O	23%	-1.1%	6%	1%	2%	-1%	-3%	2%
COC(=O)C(O)(c1ccc(NC(=O)c2cccs2)cc1)C(F)(F)F (configuration not stated)	-11%	-0.2%	-5%	-1%	0%	5%	-3%	5%
CC(=O)Nc1ccccc1OP1(=O)COc2ccccc2OC1	2%[46.1 µM]	-1.0%	4%	-3%	1%	-2%	-11%	0%
C=CCn1c(O)c(/C(C)=N/N2CCCCCC2)c(=O)[nH]c1=O	0%	-3.1%	11%	-2%	1%	2%	3%	-7%
CNCC(O)c1cccc(OC(=O)c2ccccc2C)c1 (configuration not stated)	19%[46.1 µM]	-0.9%	3%	-2%	1%	-4%	-25%	-7%
O=[N+]([O-])[N-][n+]1cnn(Cc2ccccc2)c1	5%	-2.7%	-6%	2%	0%	-9%	-1%	7%
c1cc(Cc2cnc[nH]2)ccn1	·	3.6%	18%&1%	2%&-6%	0%	6%&-9%	0%&2%	-14%
ClC(Cl)(Cl)c1ccccc1	·	·	18%&-9%[21.7 µM]	-1%&1%	·	5%&15%	-3%&6%	·

The list goes on:
SMILES	NPSR antagonist	Epigenetic derep	CBFb RUNX1 block	TR SRC2 fluor cs	Tau FP inhib	GLA spleen mod	TRb-SRC2 inh	Tau fluor counter
CN1CCc2cc(O)cc3c2C1Cc1ccc(O)c(O)c1-3 (configuration not stated)	?	1.2%&5.3%	?	-9%&-10%	40µM*	5%&7%	0%&-5%	18µM*[quencher]
CCN(CC)C(=O)N[C@H]1C[C@@H]2c3cccc4[nH]cc(c34)C[C@H]2N(C)C1	-9%	0.1%	9%	-3%	-3%	-6%	-5%	-13%
Cc1cc(Cl)ccc1OCCCC(=O)NCc1cccs1	-3%	1.1%	8%	-2%	10%	1%	2%	-14%
OC(CNC1CCCCCCC1)c1ccccc1 (configuration not stated)	7%	-1.9%	4%	-1%	-5%	1%	-5%	-4%
CCC(=NCc1ccco1)c1c(O)n(-c2ccc(OC)cc2)c(=O)[nH]c1=O	-12%[46.1 µM]	-1.0%	-2%	-1%	-4%	3%	-3%	-8%
Cc1ccc(Cn2cccc(C(=O)Nc3cc([N+](=O)[O-])ccc3C)c2=O)cc1	·	4.2%	·	-2%	-20%	·	-7%	-17%
CC1CCCN(c2ccc(C(=O)N3CCC4(CC3)OCCO4)cc2[N+](=O)[O-])C1 (configuration not stated)	-26%	-6.1%	-14%	-1%	-2%	-6%	2%	3%
Cn1c(O)c(/C=C2/C=CC=N2)c(=O)[nH]c1=O	-13%	0.9%	-1%	-3%	1%	10%	0%	-19%
O=C1CCCC2C3CC(CN12)C1CCCCN1C3 (configuration not stated)	·	-1.6%	·	-10%	-8%	6%	3%	-3%
CN1CCCC(C(O)(c2ccccc2)c2ccccc2)C1 (configuration not stated)	19%	7.7%	6%	-7%	7%	-17%	-6%	-4%
Cc1ccc(-c2nc3ccccc3c(=O)n2-c2cccc(O)c2)cc1	-18%	0.3%	-5%	-1%	4%	-1%	-3%	5%
Cc1ccccc1C(=O)NNC(=S)NC(=O)COc1ccccc1	-9%[46.1 µM]	1.6%	-5%	-2%	?	8%	-18%	-14%
CC(C)N1CCN(Cc2ccccc2C(F)(F)F)CC1CCO (configuration not stated)	8%	2.4%	2%	-2%	6%	-10%	-5%	0%
Cn1cc(NC(=O)CCl)cn1	3%	-0.2%	16%	-4%	-2%	-6%	-7%	5%
CC(Cc1ccccc1Sc1ccccc1O)N(C)C (configuration not stated)	5%[46.1 µM]	-0.2%	3%	-3%	0%	-3%	-7%	-6%
CC1CN=C(NCc2ccncc2)S1 (configuration not stated)	4%[46.1 µM]	-0.4%	8%	-4%	3%	3%	6%	7%
COCCn1cc(C(=O)N2CCC3(CC2)OCCO3)c2c3ccccc3n(C)c2c1=O	-4%[46.1 µM]	-1.0%	-3%	-2%	-11%	29%	4%	-26%
COc1cc(/C=C2/C(=O)NC(=O)N(c3ccc(C)cc3)C2=O)cc(OC)c1OC	6%	1.0%	-1%	-3%	-6%	-11%	-4%	-6%
CN1CCN(c2ccc([N+](=O)[O-])c(Sc3nncn3C)c2)CC1	8%	-3.4%	4%	-3%	-3%	9%	3%	1%
CCCN(CCC)C1CCc2cccc(O)c2C1 (configuration not stated)	-12%[46.1 µM]	-1.2%&-1.6%	-2%&23%	4%&-2%	-4%&11%	9%&2%	6%&3%	-2%&10%
O=C1CN=C(c2ccc(Br)cc2)c2oc3ccccc3c2N1	-7%[46.1 µM]	3.6%	-3%	1%	-1%	3%	-10%	-9%
CCN(CC)c1ncnc2c1ncn2[C@@H]1O[C@@H](COP(=O)(O)OP(=O)(O)C(Br)(Br)P(=O)(O)O)[C@H](O)[C@H]1O	·	-0.2%	-12%[21.7 µM]	-5%	3%	15%	1%	0%
COP(=O)(OC)C(O)C(Cl)(Cl)Cl (configuration not stated)	40%	2.1%	17%	-1%	8%	-3%	-2%	-12%
COc1ccc(C(=O)Nc2ccc3oc(-c4ccc(F)cc4Cl)nc3c2)cc1	·	1.1%	·	-3%	?	·	-6%	-11%

Bioassay records: PubChem, National Center for Advancing Translational Sciences (NCATS)

This is a subset; rates above refer to the full screens.
